CSM14.1 death rescue = protection against thapsigargin-triggered cell killing – 384-well, CSM14.1, ATP luminescence, primary screen (AID 1222). CSM14.1 thapsigargin-induced death rescue, ATP luminescence; higher % means a stronger effect. cellular ATP content (survival), % at 20 µM; hits with a dose series show EC50 in µM. 190,000 tested, under 10 active;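 active = EC50 below 50 µM in the dose-response confirmation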;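 also: death triggered by thapsigargin at about 15 µM added after 2 h compound pretreatment; cell ATP read after overnight thapsigargin exposure of roughly 18 to 22 hours; normalized against plate controls of thapsigargin alone and 5% DMSO vehicle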
RSV antiviral HEp-2 = RSV antiviral activity via CPE protection, HEp-2 cells, primary 10 µM value included (AID 2391); HEp-2 cells, RSV-induced CPE inhibition; higher % means a stronger effect; one-dose CPE inhibition, % at 10 µM; IC50 in µM for titrated hits; hit rate 0.13% among 310,000; in the data active = a potency from the dose series; inconclusive = CPE inhibition mostly from about 23% at the one dose, without a potency; inactive = the rest, 99 in 100 with CPE inhibition below about 21%; also: strong numbers were not always called active
Dengue-2 NS5 capping = Dengue-2 NS5 methyltransferase inhibitors, primary screen, biochemical, confirmation dose response (AID 588689); Dengue-2 NS5 methyltransferase capping enzyme assay, biochemical; higher % means a stronger effect; hit rate 0.3% among 340,000; inhibition, % at 25 µM; hits with a dose series show IC50 in µM; in the data active = a potency from the dose series; inconclusive = inhibition above about 29% without an active follow-up result
GPR35 antagonists = GPR35 antagonists blocking zaprinast-driven arrestin recruitment, primary screen, imaging, U2OS, beta-arrestin-GFP, zaprinast agonist (AID 2058); U2OS GPR35 beta-arrestin-GFP translocation imaging, zaprinast antagonism; higher % means a stronger effect; one-dose inhibition, % at 10 µM; IC50 in µM for titrated hits; hit rate 0.052% among 290,000;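 active = inhibition of at least 50% with at least 30 cells and total cytoplasm GFP at most 10,000,000; inconclusive = under 30 cells or total GFP of 10,000,000 plus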
Rac1 GTP hydrolysis = MgcRacGAP GTPase-activating activity inhibitors, confirmation, biochemical, ADP Hunter fluorescence | MgcRacGAP-stimulated Rac1 GTP hydrolysis, ADP Hunter fluorescence; higher % means a stronger effect; GST-tagged Rac1 F28L mutant substrate | inhibition, % at 30 µM, or IC50 in µM where a hit was titrated | hit rate 0.6% among 340,000;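 active = first-screen hits whose inhibition reached a set limit at any dose in the follow-up dose series; inconclusive = inhibition above the set first-screen limit but never retested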;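 also: fluorescence reports GDP produced by GAP-driven GTP hydrolysis; strong numbers were not always called active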
LYP inhibition = PTPN22 lymphoid phosphatase activity blockers – biochemical, fluorescence intensity, uHTS (AID 1779) | recombinant LYP phosphatase, fluorescence intensity; higher % means a stronger effect | inhibition, % at 11.5 µM; hits with a dose series show IC50 in µM | hit rate 0.054% among 290,000; in the data active = inhibition above about 50%;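 also: plate controls were vehicle with enzyme for no effect and no enzyme for full effect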
Large T inhibition = TAg ATPase/helicase activity blockers – biochemical (AID 1903). SV40 large T antigen ATPase/helicase inhibition assay; higher % means a stronger effect. inhibition, % at 20 µM, or IC50 in µM where a hit was titrated. hit rate 0.39% among 310,000; in the data active = a potency from the dose series; inconclusive = inhibition mostly from about 32% at the one dose, without a potency; inactive = the rest, 99 in 100 with inhibition below about 32%; also: strong numbers were not always called active
PhoP inhibition = PhoP-dependent GFP reporter repression – Salmonella Typhimurium, primary screen (AID 1863) | one-dose inhibition, % at 50 µM; IC50 in µM for titrated hits | S. Typhimurium PhoP-regulated promoter GFP reporter, 4 h; higher % means a stronger effect | hit rate 0.16% among 300,000;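 active = inhibition over 29.93%, a cutoff 3 SD above the screen mean, later confirmed by dose response; inconclusive = inhibition over 29.93% but no dose response follow-up; inactive = inhibition at most 29.93% or unconfirmed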;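 also: 0% = low Mg2+ inducing control and 100% = high Mg2+ repressing control; strong numbers were not always called active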
West Nile virus CPE = inhibition of WNV-induced cytopathic effect – cell-based, CPE readout (AID 1621); West Nile virus-infected cells, CPE inhibition; higher % means a stronger effect; CPE inhibition, % at 10 µM; hits with a dose series show IC50 in µM; hit rate 0.02% among 290,000; in the data active = a potency from the dose series; inconclusive = CPE inhibition mostly from about 3.7% at the one dose, without a potency; inactive = the rest, 99 in 100 with CPE inhibition below about 2.2%; also: strong numbers were not always called active
Active calls of the source: *; ? = inconclusive; / = no result given; & = joins results of further samples.

SMILES | CSM14.1 death rescue | RSV antiviral HEp-2 | Dengue-2 NS5 capping | GPR35 antagonists | Rac1 GTP hydrolysis | LYP inhibition | Large T inhibition | PhoP inhibition | West Nile virus CPE
Cc1ccc(NC(=O)c2ccccc2OCC(=O)c2ccccc2)cc1 | -2.3% | -0.5% | 1.6% | -2.5% | 13.2% | 1.6% | -2.1% | -11.8% | 0.8%
O=C(C1CCN(C2CC(=O)N(c3ccc(F)cc3)C2=O)CC1)N1CCOCC1 (centres undefined) | -1.4% | -0.5% | / | 2.5% | 8.7% | -1.3% | 6.4% | 14.6% | 1.2%
Cc1cccc(OCC(O)CN2CCN(CCN3C(=O)c4cccc5cccc(c45)C3=O)CC2)c1C (centres undefined) | -0.3% | 13.5% | -10.9% | -3.7% | 4.5% | -6.0% | 5.1% | 11.5% | -1.2%
O=C(CNS(=O)(=O)c1ccc(Br)s1)N1CCN(c2ncccn2)CC1 | / | / | -8.2% | 5.4% | 1.8% | -0.5% | 4.8% | -4.2% | -0.1%
CC1CCCCC1NC(=O)CN(C)S(=O)(=O)c1cccc2nsnc12 (centres undefined) | -1.5% | 3.9% | 12.5% | -7.6% | 9.1% | 5.4% | ? | 0.6% | -0.4%
COc1ccc(NC(=O)CSc2n[nH]c(=O)n2Cc2ccccc2)cc1Cl | / | 9.1% | 0.0% | -9.6% | -1.4% | -5.5% | 6.1% | -2.5% | -1.1%
CN1CCN(/N=C/c2nc(-c3ccccc3)n3ccccc23)CC1 | -1.8% | 1.4% | -2.9% | -18.3% | 29.1µM* | 0.4% | ? | -3.2% | -0.5%
CN(CCC#N)C(=O)COC(=O)c1ccc(Cl)c(S(=O)(=O)N(C)c2ccccc2)c1 | -0.6% | -1.7% | -3.1% | -6.3% | 3.6% | 4.1% | -0.1% | 1.6% | 0.4%
Cc1cc(N2CCc3ccccc32)n2ncnc2n1 | / | 17.3% | 2.5% | / | 4.7% | / | / | / | 0.4%
COc1ccc(-c2nc(C(N)=O)c3[nH]c(=O)n(-c4ccccc4OC)c3n2)c(OC)c1 | -0.5% | 4.7% | -8.3% | 10.4% | 1.1% | -8.9% | 9.0% | 6.4% | -0.1%
COCCNC(=O)c1onc(CSc2cc(C)ccc2C)c1C(=O)O | -1.0% | -1.1% | -3.9% | 10.1% | 7.6% | -6.5% | 1.1% | 2.3% | 0.0%
CN(C(=O)COC(=O)c1ccc2c(=O)n3c(nc2c1)CCC3)C1CCS(=O)(=O)C1 (centres undefined) | 0.6% | 3.4% | -3.0% | 11.9% | 3.8% | -7.1% | 2.9% | -8.9% | 0.9%
CCc1ccc2[nH]c3nc(N/N=C/c4ccc(O)cc4O)nnc3c2c1 | / | 5.6% | 0.0% | -10.6% | 11.5% | -12.2% | 11.9% | 4.5% | 0.4%
Cc1c(NC(=O)c2ccccc2NS(=O)(=O)c2ccc(Br)cc2)c(=O)n(-c2ccccc2)n1C | -1.3% | 2.8% | -5.5% | -8.3% | 5.7% | -2.7% | 4.0% | -6.2% | -0.1%
COCCn1c(SCc2ccc(Cl)cc2)nc2c1c(=O)[nH]c(=O)n2C | / | 1.4% | 2.3% | / | 7.4% | / | 2.5% | / | /
Cc1ccccc1CC(=O)Nc1cccnc1 | / | 0.3% | 3.5% | 11.4% | 6.7% | -12.9% | 9.4% | 6.4% | 0.2%
O=C(NC1CCCCCC1)c1nnc(Cc2ccc(Cl)cc2)o1 | -2.7% | 0.0% | -4.9% | 2.0% | 2.0% | -1.4% | 9.2% | 6.2% | -0.3%
O=C(Nc1ccccc1)c1cc(S(=O)(=O)N2CCSCC2)ccc1Cl | -1.2% | 0.9% | 2.6% | -5.8% | 4.4% | -3.1% | 7.5% | -0.3% | -1.0%
CSc1ccc(NC(=O)N2CCC(C(=O)c3ccc(F)cc3)CC2)cc1 | / | 8.2% | -14.7% | 10.2% | -1.0% | -6.8% | 5.0% | 7.3% | -0.7%
CCN(C(N)=S)c1ccccc1 | 2.7% | 0.9% | 3.4% | 0.2% | 6.0% | -5.7% | 3.6% | 2.1% | 0.1%
Cc1cc(C)n(-c2ccc(C(=O)OCc3ccccc3)cc2)n1 | -0.7% | 5.1% | -1.8% | 4.6% | 8.2% | -2.9% | 13.9% | -4.7% | 0.1%
COC(=O)c1ccsc1NC(=O)c1ccc(Cl)s1 | / | 2.6% | -4.5% | -19.2% | 1.0% | -6.7% | / | -7.4% | -0.1%
COc1cccc(CC(=O)Nc2cc(C(F)(F)F)ccc2N2CCCC2)c1 | / | 2.8% | -0.7% | -0.9% | 2.4% | -3.1% | 16.3% | -1.6% | -1.1%
COc1ccc(-c2noc3c2-c2nc(-c4ccccc4Cl)sc2CC3)cc1 | / | 4.2% | 11.2% | / | 9.6% | / | 6.4% | 2.8% | 0.1%
O=c1cc(O)c2ccc(O)cc2o1 | -1.0% | / | 0.0% | -4.6% | 11.2% | -6.9% | 4.0% | -9.1% | 0.2%
Cc1cc(C)n(C(=O)CNc2ccc(C)c(C)c2)n1 | -2.2% | 1.0% | -7.6% | -9.5% | 4.6% | 0.8% | 14.4% | 6.7% | 0.1%
CN(Cc1ccc2c(c1)OCCO2)C(=O)CN1C(=O)NC2(CCCCC2)C1=O | / | 1.3% | -3.2% | -14.8% | 5.0% | -5.5% | -0.8% | -2.9% | 0.0%
COc1cccc(COC(=O)c2sc3nc4n(c(=O)c3c2C)CCC4)c1OC | / | 3.7% | -10.1% | / | 3.9% | / | 6.3% | -1.0% | /
O=C(Nc1cccc(-c2ccc(F)cc2)c1)C1CCCN(Cc2cccnc2)C1 (centres undefined) | / | 0.9% | -8.7% | 7.3% | 8.8% | -4.5% | -9.5% | 3.1% | -1.0%
Cc1cc(C)n(-c2nc(NCC(C)O)c3c4c(sc3n2)CCCC4)n1 (centres undefined) | -0.2% | ? | 0.0% | -5.7% | 10.7% | -3.8% | 10.1% | -3.1% | 2.3%
Cc1cc(Cl)cc(C)c1OCC(=O)O | -1.1% | 2.2% | -4.8% | 1.6% | 6.5% | -10.2% | 13.1% | -11.7% | 0.0%
c1csc(-c2nn[nH]n2)c1 | 2.8% | -1.8% | -4.1% | 6.8% | -3.0% | -4.6% | -0.9% | -11.2% | 0.1%
O=C(Cc1c(F)cccc1Cl)Nc1nc2ccccc2s1 | 2.9% | 15.9% | -6.9% | 14.8% | 9.0% | -6.0% | 5.6% | 2.5% | -0.8%
CCOC(=O)C1=C(C)NC(SCc2cc(=O)[nH][nH]2)=C(C#N)C1c1cccs1 (centres undefined) | 0.3% | -1.7% | 14.3% | -4.0% | 16.6% | -0.1% | -1.5% | 30.6% | 0.3%
O=C(C1CC1)N1CCN(c2ccc(O)cc2)CC1 | / | 1.9% | 2.2% | 4.3% | ? | -7.7% | 11.5µM* | 0.7% | 0.0%
CCOC(=O)CSc1cc(CS(C)(=O)=O)nc(-c2ccccn2)n1 | 1.0% | 0.1% | -0.8% | -25.8% | 1.2% | -1.0% | 5.4% | 3.8% | 0.4%
O=C(CN(Cc1ccccc1)S(=O)(=O)c1ccc(F)cc1)NCc1ccccn1 | / | 0.1% | 2.4% | -12.7% | 8.3% | -3.8% | -1.7% | 4.9% | -1.1%
CCn1c(=O)c(C(=O)Nc2ncccc2O)c(O)c2ccccc21 | / | 2.0% | -3.5% | 2.7% | 10.1% | -9.6% | 2.9% | 2.6% | -0.6%
CCc1ccc(C2C3=C(CCCC3=O)OC3=C2C(=O)CCC3)cc1 | 0.0% | -0.6% | -4.5% | -2.2% | -0.6% | 0.5% | 7.3% | -0.9% | -0.9%
COC(C/C=C\[C@@H](O)[C@H](C)OCc1ccccc1)OC | / | -0.1% | -10.2% | / | 16.6% | / | 11.3% | / | 1.1%

Looked up above:
`COC(C/C=C\[C@@H](O)[C@H](C)OCc1ccccc1)OC` – West Nile virus CPE = 1.1%
`O=C(Cc1c(F)cccc1Cl)Nc1nc2ccccc2s1` – West Nile virus CPE = -0.8%

Next section
SMILES | CSM14.1 death rescue | RSV antiviral HEp-2 | Dengue-2 NS5 capping | GPR35 antagonists | Rac1 GTP hydrolysis | LYP inhibition | Large T inhibition | PhoP inhibition | West Nile virus CPE
COc1cc(OC)cc(C(=O)NCc2cccnc2)c1 | -3.3% | -0.3% | 0.7% | 10.6% | 7.0% | -3.1% | 6.0% | 6.2% | 0.0%
CCNC(=O)COC(=O)c1ccc(-c2nc3ccccc3s2)s1 | -2.7% | 1.4% | -10.9% | 12.7% | -16.0% | -3.6% | 0.6% | 3.8% | 0.4%
COc1ccc(-c2cc(=O)c3c(OC)c(OC)c(OC)c(OC)c3o2)cc1OC | 0.5%&-5.1% | -2.7% | -3.7% | -5.0%&-8.1% | 11.7% | 0.4%&-2.0% | 16.4%&2.6%&8.1% | -5.9%&0.8%&7.9% | 0.3%
COc1cc2c(cc1NC(=O)c1cccc(S(=O)(=O)N(C)C)c1)oc1ccccc12 | 0.0% | 16.4% | -1.9% | 12.5% | 5.8% | -5.9% | -6.6% | -11.4% | -1.7%
Cc1ccccc1CCNC(=O)C1CCN(S(=O)(=O)c2ccc(-n3cnnn3)cc2)CC1 | -1.2% | / | -3.5% | 3.0% | 14.9% | 3.1% | 8.9% | -11.8% | 0.1%
CS(=O)(=O)N1CCCC(C(=O)NCCCN2CCOCC2)C1 (centres undefined) | -0.3% | -0.6% | -7.6% | -2.5% | 6.6% | -3.3% | 8.7% | 0.3% | 0.0%
COc1ccc(CCN=c2c([N+](=O)[O-])nn(-c3cccc(C)c3)n2O)cc1OC | -1.0% | 9.1% | -1.2% | -7.7% | 6.9% | -2.3% | 7.7% | -1.1% | -1.4%
CN(C)S(=O)(=O)c1ccc(C(=O)OCC(=O)c2ccc(OC(F)F)cc2OC(F)F)cc1 | 1.4% | 2.5% | 2.1% | 13.6% | 2.9% | -5.5% | 9.6% | -4.8% | 0.1%
C=CCCN(C(CC(C)C)C(=O)OC)S(=O)(=O)c1cc(Br)ccc1Br (centres undefined) | / | 9.7% | -6.1% | -1.6% | 2.4% | 0.6% | 16.3% | -0.1% | -0.3%
COc1ccc(-c2ccc(CCC(=O)O)n2Cc2ccco2)cc1 | 4.4% | -0.5% | -4.5% | 4.8% | 11.6% | -1.2% | 30.2% | -0.2% | 0.3%
S=C(NCC(c1cccnc1)N1CCOCC1)NC1CCCCC1 (centres undefined) | -2.3% | -0.3% | -8.2% | -15.0% | 10.3% | -0.2% | 20.2% | -1.4% | -0.1%
Cc1nc2sc(C(c3ccco3)N3CCC(C)CC3)c(O)n2n1 (centres undefined) | 1.5% | 1.0% | -0.7% | 0.6% | 8.4% | -5.1% | 36.2% | 1.2% | -0.3%
CCC(O)c1cc2c(cc1NC(=O)c1cccs1)OCCO2 (centres undefined) | / | 1.1% | -4.0% | -11.8% | 3.5% | -1.1% | 11.6% | 3.0% | 0.1%

Source: PubChem BioAssay (several laboratories)
